Screens (PubChem BioAssay)
SIRT5 block = sirtuin-5 (human) deacylase inhibition | Q9NXA8 | Purified SirT5, succinyl-peptide AMC, trypsin-coupled fluorescence | inhibition, % at 15 µM | 330,000 compounds, 1.1% hits; in the data active = inhibition above about 15%
Target sequence (Q9NXA8 whole entry, looked up): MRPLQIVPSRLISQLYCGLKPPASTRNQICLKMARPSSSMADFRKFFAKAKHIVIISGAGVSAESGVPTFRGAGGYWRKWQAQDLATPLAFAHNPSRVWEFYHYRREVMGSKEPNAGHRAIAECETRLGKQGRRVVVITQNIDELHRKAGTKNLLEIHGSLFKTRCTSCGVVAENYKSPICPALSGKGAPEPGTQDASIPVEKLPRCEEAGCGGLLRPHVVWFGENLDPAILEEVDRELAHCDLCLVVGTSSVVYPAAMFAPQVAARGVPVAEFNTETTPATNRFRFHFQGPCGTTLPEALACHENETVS
Statin myotox sup = suppressors of simvastatin-induced myotoxicity in C2C12 myotubes | ATP luminescence, 48 h; scaled: DMSO 0, geranylgeraniol control 100 | rescue of ATP level, % at 7.49 µM | 330,000 compounds, 0.78% hits;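 active = mean ATP rescue above about 67%, or every replicate alone reaching that limit, limit read from the data, passing the limit was not always enough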;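 note: myotubes were challenged with 10 µM simvastatin during compound exposure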
esBAF inh = blocks esBAF chromatin remodeling in mouse ES cells; Bmi1-luciferase knock-in reporter, 24 h; 100% = twice the neutral-well signal; reporter increase, % at 12.5 µM; 350,000 compounds, 2% hits; AID 602393; in the data active = activation above about 40%;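 note: 0% = median of the plate's neutral control wells and 100% = double that signal; a rise in the Bmi1 reporter signal indicates esBAF inhibition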
S100A4 inh HTS = S100A4-myosin IIA interaction inhibition; P26447; S100A4/TAMRA-MyoIIA peptide fluorescence polarization; inhibition, % at 10.7 µM; 360,000 compounds, 0.14% hits;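 active = mean inhibition of at least 70% across replicates, with every replicate also reaching that level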
Target sequence (P26447 whole entry, looked up): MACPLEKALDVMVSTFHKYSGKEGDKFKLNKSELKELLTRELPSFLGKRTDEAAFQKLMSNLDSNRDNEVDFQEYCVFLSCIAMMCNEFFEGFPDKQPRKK
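Material: S100A4 monomer protein / Buffer or medium: 50 mM HEPES pH 7.2, 10 mM CaCl2, 100 mM KCl / Times: 5 min incubation before reading / Benchmarks: neutral control DMSO, positive control TFP / Reagent: labelled myosin peptide probe, 5 nM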
Casp6 inh = blocks human caspase-6 cleavage activity; inhibition, % at 12.5 µM; purified caspase-6, Z-VEID-R110 cleavage fluorescence; 350,000 compounds, 0.53% hits; AID 686996; P55212;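 active = mean inhibition across replicates at least about 35%, with every replicate also reaching that limit, limit read from the data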;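 note: 0% = median of neutral control wells and 100% = no fluorescence left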
Target sequence (P55212 24-179 limits assumed): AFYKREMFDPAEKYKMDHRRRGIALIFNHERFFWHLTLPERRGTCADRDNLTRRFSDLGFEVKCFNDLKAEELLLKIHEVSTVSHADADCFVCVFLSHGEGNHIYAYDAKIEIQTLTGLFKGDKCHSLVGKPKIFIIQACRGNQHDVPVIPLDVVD
Target sequence (P55212 194-293 limits assumed): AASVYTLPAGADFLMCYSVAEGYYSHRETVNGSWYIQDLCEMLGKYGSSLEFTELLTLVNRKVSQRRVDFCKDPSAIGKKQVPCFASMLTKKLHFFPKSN
LGR2 inh = Drosophila LGR2 receptor signaling inhibition | HEK293 LGR2, CRE-luciferase, bursicon-stimulated, 4 h | inhibition, % at 9.99 µM | 380,000 compounds, 0.35% hits;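 active = drop in luminescence signal, shown as inhibition above about 50% in the replicate tests, limit read from the data, passing the limit was not always enough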;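 note: agonist challenge used bursicon conditioned medium at about half maximal strength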
FN deposition inh = fibronectin deposition inhibition; AH1F fibroblasts, Alexa488-fibronectin deposition fluorescence, overnight; inhibition, % at 12.6 µM; 350,000 compounds, 0.086% hits;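 active = mean inhibition across replicates of 30% or more, regardless of how many single replicates reach that level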;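 note: positive control wells lacked labelled fibronectin entirely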
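Schedule: 1 h cell adhesion before compound, then overnight fibronectin incubation; test system: AH1F fibroblast monolayer depositing Alexa488-labelled fibronectin into matrix; quantity: 10000 AH1F cells per well; probe or stimulus: fluorescent fibronectin at 24 nM final; signal: fluorescence, ex 485 nm, em 525 nm; evaluation: percent inhibition as loss of matrix-bound fibronectin fluorescence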
* hit, by the source's call; . = no result given. The list is partial; rates above refer to the full screens.

SMILES | SIRT5 block | Statin myotox sup | esBAF inh | S100A4 inh HTS | Casp6 inh | LGR2 inh | FN deposition inh
O=C(c1ccccn1)N1CCCC(N2CCN(c3ccc(F)cc3)CC2)C1 (configuration not stated) | 5 | 0 | 6 | 0 | 0 | 20 | 5
O=C(NCC[C@@H]1CC[C@@H](NC(=O)C2CCOCC2)[C@@H](CO)O1)c1ccc(F)cc1 | 7 | 7 | -6 | 1 | -4 | 5 | -3
O=C1CSC2(CCCCC2)N1CCO | . | 22 | -7 | . | . | . | -6
Cc1ccc(SCC(=O)NN=C2CCN(C)CC2)cc1 | 8 | 5 | -2 | -2 | -2 | -9 | 7
CCCCn1c(SCC(=O)NCc2ccco2)nc2c(sc3ccccc32)c1=O | . | -9 | 6 | . | . | . | -1
Cc1ccc(C(=O)CC(C(=O)O)n2cncn2)cc1 (configuration not stated) | 5 | 2 | 5 | -4 | 2 | . | 0
CCNC(=O)C[C@@H]1C=C[C@@H](NC(=O)C2CCC2)[C@@H](CO)O1 | 3 | -1 | -3 | -1 | -2 | -9 | -25
O=S(=O)(c1ccc(Br)s1)N1CCN(c2ccnc3cc(Cl)ccc23)CC1 | -4 | . | . | 0 | -6 | 5 | 9
COc1ccc(-c2cc(C(=O)N3CC(C)CC(C)C3)c3ccccc3n2)cc1OC (configuration not stated) | 2 | . | . | -6 | 0 | -5 | -17
CC1(C)Oc2ccc(C(=O)N/N=C/c3ccc(O)cc3)cc2NC1=O | 2 | 4 | -3 | -6 | -3 | 15 | 14
O=C(C1CC1)N1N=C(c2cccc(Br)c2)CC1(O)C(F)(F)F (configuration not stated) | -6 | -11 | -61 | -3 | 0 | -1 | 3
CC(C)Nc1nc(NCCOc2ccccc2Cl)c2sc(-c3ccccc3)cc2n1 | -3 | -39 | -11 | 0 | 0 | -5 | 9
COc1cccc(-n2c(SCC(=O)Nc3ccc4c(c3)CCC4)nc3ccccc3c2=O)c1 | -7 | . | . | -2 | -1 | . | 4
O=C(c1ccc([N+](=O)[O-])cc1)N1CCN(c2cccc3[nH]ccc23)CC1 | -6 | . | . | -3 | -3 | -2 | 14
CCC(C)n1c(OC)nc2c1c(=O)n(C)c(=O)n2C (configuration not stated) | . | . | . | -6 | -1 | 23 | -11

Given with each value named: part of the list above.
CC1(C)Oc2ccc(C(=O)N/N=C/c3ccc(O)cc3)cc2NC1=O
  SIRT5 block: 2
  Statin myotox sup: 4
  esBAF inh: -3
  S100A4 inh HTS: -6
  Casp6 inh: -3
  LGR2 inh: 15
  FN deposition inh: 14
O=C(C1CC1)N1N=C(c2cccc(Br)c2)CC1(O)C(F)(F)F (configuration not stated)
  SIRT5 block: -6
  Statin myotox sup: -11
  esBAF inh: -61
  S100A4 inh HTS: -3
  Casp6 inh: 0
  LGR2 inh: -1
  FN deposition inh: 3
CC(C)Nc1nc(NCCOc2ccccc2Cl)c2sc(-c3ccccc3)cc2n1
  SIRT5 block: -3
  Statin myotox sup: -39
  esBAF inh: -11
  S100A4 inh HTS: 0
  Casp6 inh: 0
  LGR2 inh: -5
  FN deposition inh: 9
COc1cccc(-n2c(SCC(=O)Nc3ccc4c(c3)CCC4)nc3ccccc3c2=O)c1
  SIRT5 block: -7
  Statin myotox sup: .
  esBAF inh: .
  S100A4 inh HTS: -2
  Casp6 inh: -1
  LGR2 inh: .
  FN deposition inh: 4

More records follow.
SMILES | SIRT5 block | Statin myotox sup | esBAF inh | S100A4 inh HTS | Casp6 inh | LGR2 inh | FN deposition inh
COc1cc2ccccc2cc1C(=O)N1CCN(c2ccccn2)CC1 | -2 | 17 | 5 | 0 | -2 | 1 | 3
O=C1OCCN1C(=O)[C@H]1[C@H](c2ccc(F)cc2)C(c2ccc(F)cc2)=NN1c1ccccc1 | . | 4 | -5 | -6 | -4 | 3 | -1
Cc1nc(-c2cccc(NS(C)(=O)=O)c2)cs1 | -1 | 10 | 2 | 4 | -2 | 4 | .
CCOC(=O)CCCNC(=O)CCCNC(=O)C(c1ccccc1)c1ccccc1 | -1 | 6 | 2 | -6 | -2 | 0 | .
CCNC(=O)N1CCN(c2ccc(N3CCN(C(=O)NCC)[C@@H](C)C3)c(C)c2)[C@H](C)C1 | -1 | . | . | 1 | -5 | -10 | -3
Cc1ccc(S(=O)(=O)Nc2ccccc2F)cc1C(=O)NCCCN1CCCC1=O | . | -3 | 2 | . | . | . | 7
CCCCNC(=O)Cn1cnc2sc(C(=O)OCC)c(C)c2c1=O | . | -8 | -8 | . | . | . | -3
Cc1ccc2[nH]c(C(=O)N3CCOCC3)cc2c1 | -4 | -4 | 5 | 6 | -1 | -3 | -3
N#Cc1ccccc1S(=O)(=O)N1CCN(Cc2cccs2)CC1 | . | -1 | 0 | -4 | -2 | 14 | .
C[C@H](CO)N1C[C@H](C)[C@H](CN(C)S(=O)(=O)c2ccc(Cl)cc2)Oc2ccc(NC(=O)Cc3cn(C)c4ccccc34)cc2CC1=O | . | 47 | 8 | . | . | 14 | .
CC(C)(C)NC(=O)CSc1nc(N)c(NC(=O)c2ccccc2F)c(=O)[nH]1 | -4 | 0 | 4 | -5 | -3 | . | -5
O=S1(=O)CCC(NC(=S)N2CCOCC2)C1 (configuration not stated) | -3 | 6 | -3 | 0 | 0 | -5 | -8
O=C(NCc1cccnc1)c1nc(-c2cccs2)no1 | -1 | . | . | 1 | 0 | -12 | -7
NCC[C@H]1CC[C@H](NC(=O)C2CC2)[C@@H](CO)O1 | 0 | . | . | 4 | 0 | 3 | -1
COc1ccc(Cc2c(-c3cccc(Cl)c3)nc3ccc(Cl)cn23)c(C)c1 | -3 | 12 | 6 | -7 | -2 | -52 | -4
COc1ccc(-c2ccccc2[C@H]2[C@@H](CO)N(C(=O)NC(C)C)[C@H]2C#N)cc1 | 2 | . | . | 3 | -4 | -4 | -12
OC[C@@H]1CC[C@@H]2O[C@H](CCc3ccc(-c4ccc(F)cc4)cc3)[C@H](n3cc(C4CC4)nn3)C[C@@H]2O1 | 9 | . | . | 6 | -2 | . | .
COC(=O)Cc1ccc(NC(=S)NCc2ccc(F)cc2)cc1 | -1 | . | . | -1 | 5 | 1 | 8
CCOC(=O)/C(=N\Nc1ccccc1Cl)N1CCN(c2ccccc2OC)CC1 | -2 | . | . | 1 | -4 | 5 | 1
CN(C)S(=O)(=O)c1cccc(NC(=O)COC(=O)COc2ccc(Br)cc2)c1 | 1 | . | . | -3 | -4 | -2 | 1
COc1ccc2c3c([nH]c2c1)[C@H](CO)N(C(=O)Nc1cccc(F)c1)CC31CCN(S(=O)(=O)c2cccc(C)c2)CC1 | 3 | . | . | -2 | -3 | 14 | -7
CCc1cccc(NC(=O)CCCCCC2NC(=O)NC2C)c1 (configuration not stated) | -2 | . | . | -2 | -3 | 9 | -1
Cc1ccccc1-c1n[nH]c(=S)n1/N=C/C=C/c1ccco1 | 1 | 5 | 3 | -1 | 19 | 1 | 2
CCOc1ccc(C(=O)C(C)OC(=O)Cn2c(C)csc2=O)cc1 (configuration not stated) | 0 | -6 | -2 | 2 | 0 | 9 | 4
COc1cccc(C2CC(=O)Nc3c2c(=O)n(C)c(=O)n3C)c1OC (configuration not stated) | 0 | 25 | -13 | -7 | 0 | 10 | -6
CC(C)[C@@H](CO)NC(=O)c1ccc2c3n(nc2c1)-c1ccc(Cl)cc1CO3 | . | -14 | 59* | -2 | -2 | -58 | -12
COc1ccccc1N1CCN(CCN2C(=O)C3CCCCN3C2=O)CC1 (configuration not stated) | . | 1 | -6 | -4 | -4 | -3 | 2
COc1ccc(CNC(=O)COC(=O)c2ccccc2C(=O)c2ccccc2)cc1 | 1 | . | . | -4 | 1 | 18 | -2
N#Cc1ccccc1NC(=O)C1CCCO1 (configuration not stated) | 1 | . | . | -13 | -1 | 11 | .
CC(C)(O)C#Cc1ccc([C@H]2[C@H]3CN(S(C)(=O)=O)CCCCN3[C@H]2CO)cc1 | -3 | -9 | 0 | -7 | 0 | -2 | -5
CN(C)c1ccc(-c2ccnc3c2CC(C)(C(=O)NCc2ccco2)O3)cc1 (configuration not stated) | 0 | -14 | 10 | 21 | 2 | -5 | 14
CC1CCN(S(=O)(=O)c2ccc3c(c2)N(CC(=O)NCCCN2C(C)CCCC2C)C(=O)CO3)CC1 (configuration not stated) | 0 | -8 | -6 | -10 | -59 | -17 | 15
CC(C)C(=O)Nc1nnc(SCC(=O)NCc2ccc3c(c2)OCO3)s1 | -6 | 8 | -3 | -5 | -1 | -33 | 1
CC(C)(C)c1ccc(C(=O)NNC(=O)C2CCCCC2)cc1 | . | . | . | -5 | 6 | -32 | -2
C[C@@H]1CCCCO[C@@H](CN(C)C(=O)CCC(F)(F)F)[C@H](C)CN([C@H](C)CO)C(=O)c2cc(NC(=O)c3ccncc3)ccc2O1 | 2 | . | . | -8 | 1 | 0 | .
CNc1cncc(-c2ccc(F)c(F)c2)n1 | . | 3 | 8 | 3 | -1 | -30 | 4
O=C(O)C(Cc1ccccc1)N1CCS(=O)(=O)CC1 (configuration not stated) | -5 | . | . | 1 | 0 | 15 | -15
CCC(=O)N1[C@H](CO)[C@@H]2c3ccccc3N(C(=O)c3cccc(OC)c3)C[C@@H]21 | . | -4 | -5 | . | . | 1 | .
O=C1NC(c2cccc3ccccc23)Nc2ccccc21 (configuration not stated) | . | . | . | 18 | 0 | -34 | -4
COCCCN1CC(=O)N2C(c3ccc(C)cc3)c3[nH]c4ccccc4c3C[C@H]2C1=O (some centres not stated) | -6 | 51 | 4 | 2 | -3 | -3 | .
C[C@H](CO)N1C[C@H](C)[C@H](CN(C)C(=O)Nc2ccc(F)cc2)Oc2ccc(NS(=O)(=O)c3ccccc3)cc2C1=O | 2 | 5 | 3 | 2 | 2 | 5 | .
O=C(CCS(=O)(=O)c1ccc(Cl)cc1)NCCN1C(=O)S/C(=C\c2ccccc2F)C1=O | 0 | . | . | -3 | 0 | -3 | 2
CCCCN1C(=N)N([C@@H](C)CN2CCC[C@H]2CN2C(N)=NC[C@H]2CC(C)C)C[C@H]1[C@H](C)CC | . | . | . | -1 | -28 | -8 | 3
CC=Cc1ccc2n(c1=O)C[C@@H]1[C@@H](CO)[C@H](C(=O)NCc3ccncc3)N(Cc3cncnc3)[C@H]21 (mixture of isomers) | 1 | 4 | 1 | -4 | 1 | 5 | .
COCCNC(=O)C(=O)Nc1ccc2c(c1)N(S(=O)(=O)c1cccs1)CCC2 | 2 | -59 | -28 | -2 | -3 | 0 | 7
Cn1nc(C(=O)NC2CCC(O)CC2)c2ccccc2c1=O (configuration not stated) | -4 | 6 | -3 | -1 | -2 | . | -2
CCNC(=O)C[C@H]1CC[C@@H](NC(=O)C2CCOCC2)[C@@H](CO)O1 | -2 | 2 | -1 | 1 | -2 | -4 | .
Cc1nc2c(C#N)c[nH]n2c(=O)c1Cc1ccccc1 | -1 | 15 | -1 | -4 | . | -7 | .
CCOc1ccccc1/C=N/Nc1nc2ccccc2o1 | 1 | 27 | 25 | -3 | -3 | -22 | 1
O=C(C[C@@H]1CC[C@H]2[C@@H](COC[C@@H](O)CN2Cc2ccc(Cl)cc2)O1)Nc1nccs1 | -1 | 38 | 0 | -3 | -2 | 1 | -1
O=S(=O)(O)c1cc(O)c2ccc(Nc3ccccc3)cc2c1 | . | 1 | 16 | -12 | 95* | -22 | .
Cc1nonc1NC(=O)c1oc2ccccc2c1C | -8 | . | . | -8 | 1 | -19 | -6
COc1ccc2ccccc2c1/C=N/NC(=O)c1nnn(-c2nonc2N)c1CN(C)C | 1 | 3 | -3 | -1 | 13 | 0 | -10
CCc1ccc(C(=O)C(C)OC(=O)c2cccc(S(=O)(=O)N3CCOCC3)c2)cc1 (configuration not stated) | -4 | -13 | . | -1 | 7 | 2 | -9

Individual results from the results shown.
Result of O=C(C[C@@H]1CC[C@H]2[C@@H](COC[C@@H](O)CN2Cc2ccc(Cl)cc2)O1)Nc1nccs1 in esBAF inh: 0
Result of COc1ccc2ccccc2c1/C=N/NC(=O)c1nnn(-c2nonc2N)c1CN(C)C in Statin myotox sup: 3
